GC-A act: GC-A (human) enzyme activation | P16066 | AID 1671463 | hit rate 0.14% among 370,000 | HEK293 GC-A cells, cGMP TR-FRET, EC30 ANP; 0% at EC30 ANP, 100% saturating ANP | activation, % at 10 µM; in the data active = activation above about 40%
PG9 Ab binder: small molecules binding HIV-1 gp120 antibody PG9; inhibition, % at 6.7 µM; TR-FRET gp120-PG9 antibody binding; hit rate 0.43% among 360,000; in the data active = inhibition above about 8.5%
ASAP1 GAP inh: inhibitors of human ASAP1 ArfGAP activity; hit rate 0.19% among 360,000; Q9ULH1; AID 624377; inhibition, % at 16.5 µM; ASAP1-stimulated ARF1 GTP hydrolysis, GDP FP detection; in the data active = inhibition above about 25%;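 also: 0% = vehicle with enzyme and substrate and 100% = no enzyme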
Target sequence (Q9ULH1 325-724 limits assumed): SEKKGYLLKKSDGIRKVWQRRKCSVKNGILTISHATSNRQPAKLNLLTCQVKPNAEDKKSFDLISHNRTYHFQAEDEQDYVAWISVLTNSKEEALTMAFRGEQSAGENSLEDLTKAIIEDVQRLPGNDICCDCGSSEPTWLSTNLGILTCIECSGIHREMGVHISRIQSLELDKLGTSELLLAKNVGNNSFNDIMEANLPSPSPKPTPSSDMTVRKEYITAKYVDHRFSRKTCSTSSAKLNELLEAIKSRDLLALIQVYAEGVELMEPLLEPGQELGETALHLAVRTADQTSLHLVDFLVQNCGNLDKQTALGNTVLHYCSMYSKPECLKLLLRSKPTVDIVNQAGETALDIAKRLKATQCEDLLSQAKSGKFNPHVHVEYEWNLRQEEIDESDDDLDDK
GC-B act: GC-B (human) receptor activation; P20594; hit rate 0.11% among 370,000; HEK293-GC-B cells, CNP EC30, cGMP TR-FRET; 0% at EC30 CNP, 100% saturating CNP; activation, % at 10 µM;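 active = activation at 10 µM reaching about 35% in either raw or pattern-adjusted values, limit read from the data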
HTRA1 inhibitor: HTRA1 (human) protease inhibition | hit rate 0.5% among 340,000 | inhibition, % at 5.96 µM | recombinant HTRA1, FP-rhodamine activity-based probe, fluorescence polarization | Q92743; in the data active = inhibition above about 36%;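 also: 0% = enzyme with DMSO and 100% = wells lacking enzyme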
rCAG binder: r(CAG) repeat RNA binding; hit rate 1.3% among 370,000; inhibition, % at 3 µM; TO-PRO-1 dye displacement fluorescence;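 active = inhibition above the plate cutoff, the mean of all test compounds on that plate plus 3 SD, cut at about 35% in these data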;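 also: 0% = DMSO alone and 100% = 100 µM mitoxantrone as full dye displacement; higher means more dye released from RNA so lower well fluorescence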
NR1D1 modulator: modulators of human Rev-erb alpha DNA binding. Rev-erbα–FITC-DNA binding, fluorescence polarization, 90 min. activity, % at 10 µM. hit rate 0.79% among 370,000;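 active = activity above about 14%, limit read from the data; passing the limit was not always enough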;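 also: 0% = DMSO wells with 35 nM protein and 100% = DMSO wells with 750 nM protein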
ARFGAP1 inh: inhibitors of rat ARFGAP1. Q62848. Arfgap1-stimulated ARF1 GTP hydrolysis, GDP FP detection. inhibition, % at 16.5 µM. hit rate 0.26% among 360,000;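 active = inhibition above a per-plate limit, mean inhibition of low control wells plus 3 SD, cut at about 25% in these data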;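 also: 0% = DMSO wells with enzyme and 100% = wells lacking Arfgap1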
Target sequence (Q62848 1-136 limits assumed): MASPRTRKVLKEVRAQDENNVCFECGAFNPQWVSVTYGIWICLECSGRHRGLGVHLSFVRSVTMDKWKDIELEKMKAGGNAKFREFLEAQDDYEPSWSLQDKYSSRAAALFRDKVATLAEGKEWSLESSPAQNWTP
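Assay system: purified rat His6-Arfgap1 residues 1-136 (GAP domain); Reagent: human Δ17 ARF1 bound to GTP; Dosing: 16.5 µM single point, 1.26% DMSO; Times: GTP hydrolysis reaction 2 h at 25 °C; Signal: FP, GDP Alexa 633 tracer displaced from anti-GDP antibody, 620/688 nm; Measure: % inhibition from polarization.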
SMARCA2 activ: increases SMARCA2 function in MMTV reporter cells | MG213 cells, MMTV-luciferase reporter, dexamethasone, overnight | activation, % at 9.1 µM | hit rate 1% among 370,000 | AID 652017; in the data active = activation above about 7.8%;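 also: 0% = vehicle wells and 100% = reference activator wells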
ABHD4 inh: inhibits mouse alpha/beta hydrolase domain 4; Q8VD66; inhibition, % at 8.92 µM; purified mABHD4, FP-Rh probe fluorescence polarization; hit rate 0.54% among 370,000;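 active = inhibition exceeding the mean over every tested compound plus 3 SD, cut at about 30% in these data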;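 also: 0% = plate median of compound wells and 100% = S159A mutant with DMSO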
Target sequence (Q8VD66 whole entry, looked up, the tested form may be a part): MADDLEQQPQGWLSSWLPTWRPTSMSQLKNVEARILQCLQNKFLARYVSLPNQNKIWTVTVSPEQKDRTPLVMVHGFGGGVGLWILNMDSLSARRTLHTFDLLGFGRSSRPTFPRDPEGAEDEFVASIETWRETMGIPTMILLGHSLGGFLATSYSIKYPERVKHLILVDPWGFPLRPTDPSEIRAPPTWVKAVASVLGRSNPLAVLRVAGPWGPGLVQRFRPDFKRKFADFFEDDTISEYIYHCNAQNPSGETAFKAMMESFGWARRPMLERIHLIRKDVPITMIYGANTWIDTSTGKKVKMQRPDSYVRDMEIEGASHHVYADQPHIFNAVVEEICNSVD
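Assay system: mABHD4 protein; medium: HEPES pH 7.0, NaCl, Pluronic buffer; dosing: 8.92 µM, single dose; schedule: 45 min + 60 min at 25 °C; signal: FP readout, ex 525 nm / em 598 nm; read-out: normalized percent inhibition of probe labeling; repeats: single replicate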
Numbers without * were called inactive; . = not tested or not shown; & = joins results of further samples. Outcome played no part in choosing rows, and some 4.4% of all compounds hit somewhere here.

The opening 5 records, to show the layout:
SMILES	GC-A act	PG9 Ab binder	ASAP1 GAP inh	GC-B act	HTRA1 inhibitor	rCAG binder	NR1D1 modulator	ARFGAP1 inh	SMARCA2 activ	ABHD4 inh
C=C(C)CN(CC)C(=O)CN1C(=O)NC2(CCc3ccccc32)C1=O (configuration not stated)	1	-1.4	-1	3	2	-3	-2	4	1	-9
O=C(CCS(=O)(=O)Cc1ccccc1)N1CCc2ccccc2C1	-3	1.9	-3	2	6	-4	0	11	-2	5
CCCCn1c(SCC(=O)Nc2nc(C)cs2)nnc1-c1cccnc1	2	-3.4	-11	-6	1	-6	-3	-2	-2	-2
OCCN1CCN(CC/C=C2/c3ccccc3Sc3ccc(Cl)cc32)CC1	-31	0.0	17	-18	-5	2	-2	8	-8	11
CCCCCN(C(=O)CCC(=O)OCc1cccc(Cl)c1)c1c(N)n(CCCC)c(=O)[nH]c1=O	-3	-0.8	-6	-5	-3	-1	-9	2	3	1

The listing, from the first entry:
SMILES	GC-A act	PG9 Ab binder	ASAP1 GAP inh	GC-B act	HTRA1 inhibitor	rCAG binder	NR1D1 modulator	ARFGAP1 inh	SMARCA2 activ	ABHD4 inh
C=C(C)CN(CC)C(=O)CN1C(=O)NC2(CCc3ccccc32)C1=O (configuration not stated)	1	-1.4	-1	3	2	-3	-2	4	1	-9
O=C(CCS(=O)(=O)Cc1ccccc1)N1CCc2ccccc2C1	-3	1.9	-3	2	6	-4	0	11	-2	5
CCCCn1c(SCC(=O)Nc2nc(C)cs2)nnc1-c1cccnc1	2	-3.4	-11	-6	1	-6	-3	-2	-2	-2
OCCN1CCN(CC/C=C2/c3ccccc3Sc3ccc(Cl)cc32)CC1	-31	0.0	17	-18	-5	2	-2	8	-8	11
CCCCCN(C(=O)CCC(=O)OCc1cccc(Cl)c1)c1c(N)n(CCCC)c(=O)[nH]c1=O	-3	-0.8	-6	-5	-3	-1	-9	2	3	1
O=C(CSc1nc2ccccc2[nH]1)NC1CCS(=O)(=O)C1 (configuration not stated)	5	-1.3	3	1	2	-1	-6	2	0	4
C[N+](C)(C)CCCCCCCCCC[N+](C)(C)C	5	-1.7	-8	0	6	-1	5&-3	2	-2	5
COCCNS(=O)(=O)c1ccc2c(c1)Cc1cc(S(=O)(=O)NCCOC)ccc1-2	0	-2.7	8	4	2	1	0	-6	-1	1
CC(C)C(=O)Nc1nnc(CCc2nnc(NC(=O)C(C)C)s2)s1	4	1.0	1	-3	5	-6	-1	9	-4	7
CCOc1ccc2nc(N(CCN(CC)CC)C(=O)c3cccc([N+](=O)[O-])c3)sc2c1	4	-1.0	6	-4	-5	-3	2	-4	-3	3
Cc1ccc(NC(=O)CSc2nc(=O)n(CCCN3CCOCC3)c3c2CCCC3)cc1	-2	-0.6	-11	2	-4	-10	0	-5	-2	-3
COc1cc(CNn2cn[nH]c2=S)ccc1OCC(=O)NC(C)(C)C	2	-1.1	-12	4	-2	-3	-5	4	0	5
CN(C)S(=O)(=O)Oc1ccc(Cl)cc1C(=O)Nc1ccc(F)cc1F	-1	-1.0	4	7	-5	0	1	-7	-4	-2
CN1CCN(c2ccc(CNC(=O)c3cc4ccccc4o3)cc2)CC1	1	-1.3	0	5	4	1	2	2	-4	0
COc1cccc(S(=O)(=O)Nc2cccc(C(=O)N3CCOCC3)c2)c1	1	-0.6	-8	0	4	2	4	9	3	5
COc1ccc(C(=O)N2CCNC(=O)C2)cc1S(=O)(=O)Nc1ccc(Br)cc1	4	0.7	2	5	1	4	-1	-2	-1	2
Brc1ccc(OCc2nnc3n2CCC3)cc1	2	0.0	3	2	5	-3	-1	2	-2	-1
CN(c1cccc(F)c1)c1cc2c(c3c1ccn3C)C1CCC2C1 (configuration not stated)	2	0.8	-1	2	.	4	-1	-4	-1	7
COC(=O)c1ccc(/C=N/Nc2nc(-c3ccccc3)cs2)cc1	4	-1.4	-4	-1	-1	5	7	-6	-1	-3
CC1(c2ccccc2)NC(=O)N(CC(=O)N2CCN(S(=O)(=O)c3ccccc3[N+](=O)[O-])CC2)C1=O (configuration not stated)	5	0.1	0	4	4	-1	0	2	-2	5

Laid out differently: results already given.
Values run as follows: GC-A act | PG9 Ab binder | ASAP1 GAP inh | GC-B act | HTRA1 inhibitor | rCAG binder | NR1D1 modulator | ARFGAP1 inh | SMARCA2 activ | ABHD4 inh
> COC(=O)c1ccc(/C=N/Nc2nc(-c3ccccc3)cs2)cc1
→ 4 | -1.4 | -4 | -1 | -1 | 5 | 7 | -6 | -1 | -3
> CC1(c2ccccc2)NC(=O)N(CC(=O)N2CCN(S(=O)(=O)c3ccccc3[N+](=O)[O-])CC2)C1=O (configuration not stated)
→ 5 | 0.1 | 0 | 4 | 4 | -1 | 0 | 2 | -2 | 5

More entries
SMILES	GC-A act	PG9 Ab binder	ASAP1 GAP inh	GC-B act	HTRA1 inhibitor	rCAG binder	NR1D1 modulator	ARFGAP1 inh	SMARCA2 activ	ABHD4 inh
COc1ccc(CNC(=O)COC(=O)C(CCSC)NC(=O)c2ccco2)cc1OC (configuration not stated)	2	-0.4	2	3	2	1	8	-1	-5	-3
O=C(Nc1ccnn1C1CCN(CC2CC=CCC2)CC1)c1ccccc1Cl (configuration not stated)	4	0.0	15	2	-3	-8	-3	12	0	0
C=CCn1c(Cc2ccc(OC)cc2)nnc1SCc1nc2ccccc2c(=O)[nH]1	-3	-1.4	-12	-3	-3	-6	2	-6	0	-2
Cc1ccc(OC(=O)c2cccc(S(=O)(=O)N(C)C)c2)c(-n2nc3ccccc3n2)c1	.	0.6	7	.	-18	0	.	2	3	-12
C[C@H]1CN([C@@H](C)CO)C(=O)CCCn2cc(nn2)CO[C@@H]1CN(C)C(=O)Nc1ccc2c(c1)OCO2	2	-0.6	-6	0	7	-1	-9	1	-3	-3
C#CCN(C(=O)C1CCC(=O)N(CCc2cccc(F)c2)C1)C1CCCCC1 (configuration not stated)	-1	-0.6	-3	2	-6	-2	1	0	1	3
CCOC(=O)c1nnn(-c2nonc2N)c1COc1ccc(F)cc1	9	2.2	-10	-4	-7	0	-2	6	-2	-12
O=C(CSc1nc2ccccc2c(=O)n1Cc1ccccc1)NCc1ccco1	-3	20*	-1	3	-1	-1	8	-7	-2	4
C[C@@H]1CN([C@H](C)CO)C(=O)CCCn2nncc2CO[C@@H]1CN(C)S(=O)(=O)c1ccccc1C#N	4	-0.7	-3	2	9	4	-6	-7	-6	0
Cc1cccc2sc(N(CCCN(C)C)C(=O)CCc3ccccc3)nc12	-18	-0.8	-2	-18	1	-3	0	0	-3	11

Quoted from the listing.
COCCNS(=O)(=O)c1ccc2c(c1)Cc1cc(S(=O)(=O)NCCOC)ccc1-2 in GC-B act is entered as 4
O=C(CSc1nc2ccccc2[nH]1)NC1CCS(=O)(=O)C1 (configuration not stated) in SMARCA2 activ is entered as 0
CN1CCN(c2ccc(CNC(=O)c3cc4ccccc4o3)cc2)CC1 in SMARCA2 activ is entered as -4
CN(c1cccc(F)c1)c1cc2c(c3c1ccn3C)C1CCC2C1 (configuration not stated) in PG9 Ab binder is entered as 0.8

(list continues)
SMILES	GC-A act	PG9 Ab binder	ASAP1 GAP inh	GC-B act	HTRA1 inhibitor	rCAG binder	NR1D1 modulator	ARFGAP1 inh	SMARCA2 activ	ABHD4 inh
Cc1cc(C(=O)N2CCN(c3ccccc3O)CC2)c(C)o1	-2	-0.6	-5	6	-7	1	0	15	-1	7
O=C(O)C1CC(=O)N(c2ccc(F)c(F)c2)C1 (configuration not stated)	-2	-1.5	2	0	5	-1	4	2	1	-5
O=C1CC(c2ccccc2)CC(O)=C1C=NCc1ccncc1 (configuration not stated)	-3	-1.7	-13	-4	0	0	-1	9	-1	-4
CS(=O)(=O)N1CCN(c2ccc(NC(=S)NC(=O)c3ccccc3[N+](=O)[O-])cc2)CC1	1	-2.9	-7	2	6	0	1	1	-1	1
CCCCN(C(=O)c1cccc(N2C(=O)c3ccccc3C2=O)c1)c1c(N)n(CCCC)c(=O)[nH]c1=O	-2	0.8	19	-4	4	1	1	1	0	1
Cc1nc(-c2cccc(NC(=O)C3CCCCC3)c2)cs1	4	-1.2	2	0	0	-6	-2	3	1	-5
Nc1nonc1-n1nnc(C(=O)N/N=C/c2ccc(Cl)cc2Cl)c1CN1CCCC1	-2	-3.1	16	-3	-5	1	-3	3	2	-4
Cc1cc(C(=O)NNC(=O)COc2ccccc2Cl)n[nH]1	-3	-0.7	-7	4	10	0	4	0	-3	-13
CN(Cc1ccc2nonc2c1)Cc1nc(Cc2cccc(F)c2)no1	2	-1.4	-12	-1	-5	-6	-1	-1	0	2
CCOc1ccc(CN(Cc2ccco2)C(c2cccs2)c2nnnn2C(C)(C)C)cc1 (configuration not stated)	-2	-0.1	-8	-9	-31	7	-2	-5	-3	-14
CC(=O)Nc1cccc(NC(=O)NC2CC(=O)N(c3ccc4c(c3)OCCO4)C2)c1 (configuration not stated)	1	0.3	9	3	4	7	4	0	-2	-4
CC(=N\Nc1ccccc1)/C(=N/O)C(=O)Nc1ccccc1	1	-2.8	-6	-2	5	7	-5	0	2	-4
C/C(=N\NC(=O)c1ccc(Cn2cc(Br)cn2)o1)c1ccc(NC(=O)c2ccoc2C)cc1	0	0.5	-11	-7	-32	0	6	0	5	-7
CCCCn1c(SCC(=O)Nc2sc3c(c2C(N)=O)CCC3)nnc1-c1ccccc1	-23	-0.1	-15	-9	-20	2	2	2	-2	-2
COCCCN(C(=O)CCOc1ccc(C)cc1)c1c(N)n(Cc2ccccc2)c(=O)[nH]c1=O	3	1.9	3	0	-12	0	0	13	0	2
CC(C)(C)n1nc(-c2ccc(F)cc2)c2c(N)ncnc21	10	-0.5	-7	-1	-2	-1	-8	6	1	1
CC(=O)N(CCC(Cc1ccccc1)c1ccco1)Cc1ccco1 (configuration not stated)	-3	-0.8	-9	-7	-14	-1	3	-5	-4	5
Cc1cc(=O)n2nc(N3CCCC(C(=O)NCCC4=CCCCC4)C3)sc2n1 (configuration not stated)	-5	-0.1	-2	-8	-1	-3	-2	-1	1	-2
Cc1nc([N+](=O)[O-])c(N2CCN(Cc3ccccc3)CC2)n1Cc1ccccc1	-9	0.1	3	-2	-7	-7	3	8	0	-1
O=C(O)CCc1ccc(-c2cccs2)n1Cc1ccco1	3	-2.2	-1	0	10	4	1	-10	3	4
CCc1cc(=O)oc2cc(OC(C)C(=O)NCCCn3ccnc3)ccc12 (configuration not stated)	-6	-1.7	3	1	-1	-2	-9	6	4	-1
CN1CCc2cc3c(c4c2[C@H]1[C@H](O)c1ccccc1-4)OCO3	1	-2.0	9	-13	17	-2	-3	3	9.3*	46*

Source: PubChem
